Compound activity (PubChem BioAssay)
PTAP TSG101 blk: qHTS Assay for Iinhibitors of HIV-1 Budding by Blocking the Interaction of PTAP/TSG101; Tumor susceptibility gene 101 protein (Homo sapiens), Q99816; Fluorescence polarization, FITC-PTAP peptide / Tsg101 binding; Potency, µM (top dose mostly 115 µM), without a hit: top-dose activity change, negative = inhibition, actives largely listed as inhibitors; 340,000 tested, under 10 active; AID 493005, 2010; active = well fitted inhibition curve with a large enough effect in the main read-out, with a control signal flat, not every such curve was filed as active; inconclusive = small, poorly fitted or top-dose-only effect, or effect the other way, or a change in a side signal; inactive = no such curve, though single readings can be large or run the other way; also: potency is read from the fitted curve at half-maximal effect; % of control where 0% means no effect
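Compounds were pin-transferred onto Tsg101 binding domain (10 uM final) in HEPES pH 7.5 buffer, then FITC-PTAP peptide was added at 50 nM final. After 20 min at RT, polarization reported peptide displacement across a qHTS concentration series.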
TCR activator: Activators of T cell receptors: qHTS campaign; primary human leukocytes, anti-CD3, IL-2 HTRF, 48 h; Potency, µM (highest dose often 9.22 µM), for the others: top-dose activation of IL-2 secretion, usual class: activators; 330,000 tested, under 10 active; also: % of control where 0% means no effect
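IL-2 produced over 48 hr by a-CD3 bead-stimulated primary human leukocytes exposed to compounds was detected with a homogeneous time-resolved FRET immunoassay, 665nm acceptor signal after 320nm excitation.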
TSHR antag: Antagonists of the Thyroid Stimulating Hormone Receptor: HTS campaign | TSHR-expressing cells, TSH-stimulated cAMP HTRF, 2 h; active compounds read low | activity change, negative = inhibition, % at 11.5 µM | 330,000 tested, 0.2% active | Thyrotropin receptor (Homo sapiens), P16473 | AID 504810, 2011;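 active = activity change below a set negative limit, meaning inhibition stronger than a set level, cut at about -70% in these data; inconclusive = activity change between two set negative limits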; also: % is scaled to controls: 0 for no effect and ±100 for the full control effect
Target sequence (P16473 whole entry, looked up): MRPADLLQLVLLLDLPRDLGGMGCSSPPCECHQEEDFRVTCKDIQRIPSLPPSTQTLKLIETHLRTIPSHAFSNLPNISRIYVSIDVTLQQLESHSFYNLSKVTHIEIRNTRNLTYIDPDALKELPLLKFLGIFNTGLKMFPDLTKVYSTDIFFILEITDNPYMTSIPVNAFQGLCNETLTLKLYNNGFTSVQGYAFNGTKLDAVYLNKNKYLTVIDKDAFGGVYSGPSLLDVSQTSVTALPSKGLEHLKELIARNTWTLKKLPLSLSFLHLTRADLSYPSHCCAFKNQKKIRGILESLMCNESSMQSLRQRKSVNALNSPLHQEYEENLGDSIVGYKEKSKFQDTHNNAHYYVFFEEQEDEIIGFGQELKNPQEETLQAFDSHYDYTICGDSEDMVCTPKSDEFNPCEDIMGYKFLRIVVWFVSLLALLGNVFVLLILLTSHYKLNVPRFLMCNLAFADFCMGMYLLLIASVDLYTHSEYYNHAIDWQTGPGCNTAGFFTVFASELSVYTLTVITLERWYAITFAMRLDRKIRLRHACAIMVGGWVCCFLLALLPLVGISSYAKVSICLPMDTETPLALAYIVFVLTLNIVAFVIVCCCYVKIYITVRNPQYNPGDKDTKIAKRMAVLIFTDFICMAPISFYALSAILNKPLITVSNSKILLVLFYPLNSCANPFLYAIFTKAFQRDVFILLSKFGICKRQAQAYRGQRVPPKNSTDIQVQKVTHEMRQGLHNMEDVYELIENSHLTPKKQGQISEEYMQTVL
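TSHR-expressing cells, 200/well, pre-treated with compound, then stimulated with EC80 TSH (4nM final) for 2 hours at 37 deg C. cAMP measured by competitive HTRF: anti-cAMP cryptate antibody in lysis buffer plus cAMP-d2, read after 30 minutes at room temperature.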
ASM inhibitor: Inhibitors of Secretory Acid Sphingomyelinase (S-ASM): qHTS. Sphingomyelin phosphodiesterase (Homo sapiens), P17405. placental ASM, HMU-PC fluorogenic substrate, 60 min. Potency, µM (top dose mostly 57.5 µM), for the others: top-dose activity change, negative = inhibition, most hits filed as inhibitors. 340,000 tested, 0.006% active; also: potency is read from the fitted curve at half-maximal effect
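Human placenta-derived ASM enzyme was preincubated with compound for 10 minutes at room temperature, then given fluorogenic substrate HMU-PC0 (9 uM final) for 60 minutes at 37 °C; a pH 10 stop preceded fluorescence reading at Ex 386/Em 447 nm.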
Tb PFK block: qHTS Assay to Find Inhibitors of T. brucei phosphofructokinase. ATP-dependent 6-phosphofructokinase (Trypanosoma brucei brucei), O15648. T. brucei PFK, ADP-Glo luminescence. Potency, µM (series often up to 57.5 µM), for inactives: at the top dose activity, negative = inhibition, most hits filed as inhibitors. 330,000 tested, 0.17% active;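 also: potency is read from the fitted curve at half-maximal effect; 0% = uninhibited 1x PFK enzyme wells and -100% = no-enzyme wells; nearly all actives have a fitted effect of over 60% in size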
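Luminescent ADP detection (ADP-Glo, two-step: ATP depletion then ADP-to-ATP conversion for luciferase) reported PFK activity after 45 min room-temperature reaction of 1.25 nM enzyme with 0.5 mM F6P and 0.1 mM ATP at pH 8.0.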
Integrin act MD: qHTS for Activators of Integrin-Mediated Alleviation for Muscular Dystrophy | 350,000 tested, 0.064% active | Potency, µM (titrated, usually from 38.3 µM), inactives show at the top dose activation, hits mostly activators | AID 624291, 2012 | alpha7betagal myoblasts, beta-gal FDG fluorescence, 48 h;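 also: potency is read from the fitted curve at half-maximal effect; 100% = response of the positive control SU9516; nearly all actives have a fitted effect of over 60% in size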
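Alpha7betagal+/- myoblasts (passage 13) were plated 16-24 hr, then exposed to compounds (1:260 dilution of DMSO stock) for 48 hours at 37C. After MPER lysis, β-galactosidase reporter activity was read as FDG fluorescence (ex 480/em 540) after 30 minutes.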
Mito fusion yeast: qHTS Assay for Small Molecule Inhibitors of Mitochondrial Division or Activators of Mitochondrial Fusion | S. cerevisiae fusion-defective mutant growth rescue, CellTiterGlo 48 h | 320,000 tested, 0.23% active | Potency, µM (highest dose often 46.1 µM), for the others: top-dose growth rescue (activation), actives largely listed as activators;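 also: potency is read from the fitted curve at half-maximal effect; % of control where 0% means no effect; nearly all actives have a fitted effect of over 45% in size; temperature-sensitive fusion mutants such as fzo1-1 at 37 °C on non-fermentable ethanol glycerol medium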
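Yeast fusion mutant, YPEG (non-fermentable carbon), compound, 48 h at 37C non-permissive; CellTiterGlo added, 10 min RT, luminescence read. Rescued growth = division inhibition.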
AT treatment: qHTS Assay for Identifying a Potential Treatment of Ataxia-Telangiectasia; […] A-T fibroblasts, KAP-1 phosphorylation AlphaLISA; neocarzinostatin DNA damage 30 min before lysis; Potency, µM (doses to about 57.5 µM), for inactives: top-dose activation, usual class: activators; 320,000 tested, 0.19% active; AID 485349, 2010; also: potency is read from the fitted curve at half-maximal effect; % of control where 0% means no effect; nearly all actives have a fitted effect of over 45% in size
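hTERT-immortalized A-T patient fibroblasts ([…]), 500 cells/well in OPTI-MEM, 1% FBS, got compounds for 60 min, then NCS for 30 min at 37C. Lysates were then assayed for phospho-KAP-1 by AlphaLISA (anti-pKAP1 donor, anti-KAP1 acceptor beads), 6 hr at 25C.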
Eya2 inh: qHTS Assay for Inhibitors of the Phosphatase Activity of Eya2. Protein phosphatase EYA2 (Homo sapiens), O00167. recombinant Eya2, OMFP fluorescence dephosphorylation (OMFP is methylfluorescein phosphate). Potency, µM (titrated, usually from 76.9 µM), inactives show at the top dose activity, negative = inhibition, hits mostly inhibitors. 330,000 tested, 0.006% active. AID 488837, 2010; also: potency is read from the fitted curve at half-maximal effect; % is scaled to controls: 0 for no effect and ±100 for the full control effect
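Eya2 (0.2 uM) preincubated 10 min at ambient with compound, then OMFP substrate added at 50 uM; 10 min reaction in 50 mM HEPES pH 7.5, 50 mM NaCl, 5 uM MgCl2, 0.05% BSA, 1 mM DTT. Fluorescence read at Ex 485/Em 525 nm.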
Chronic BCR inh: qHTS Assay to Find Inhibitors of Chronic Active B-Cell Receptor Signaling; ABC-DLBCL IkBa-CBG/CBR reporter, luminescence ratio, 4 h; Potency, µM (top dose mostly 46.1 µM), for the others: at the top dose ratio change, negative = lower green/red ratio, most hits filed as inhibitors; 340,000 tested, 0.05% active; AID 493014, 2011; active = well fitted inhibition curve with a large enough effect in the signal ratio, with a control signal flat, not every such curve was filed as active; inconclusive = small, poorly fitted or top-dose-only effect, or effect the other way, or a change in a side signal; the % refers to the signal ratio;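 also: potency is read from the fitted curve at half-maximal effect; plate controls were basal doxycycline-induced cells for no effect and cells given 10 µM MG132 for full effect; MG132 reads +100%, hits lower the ratio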
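Doxycycline induced both beetle luciferases in TMD8 lymphoma cells; IKK-driven degradation limits the IkappaBalpha-fused green signal, while red luminescence normalises for cell number and nonspecific effects. Compounds tested up to 46 uM, 4 hrs.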
ELG1 repair inh: qHTS screen for small molecules that inhibit ELG1-dependent DNA repair in human embryonic kidney (HEK293T) cells expressing luciferase-tagged ELG1; HEK293T ELG1-luciferase reporter, luminescence, 16 h; DNA damage induced by 5-fluorouridine; Potency, µM (series often up to 46.1 µM), without a hit: top-dose activity change, negative = inhibition, actives largely listed as inhibitors; 330,000 tested, 2.3% active; AID 504467, 2011; also: potency is read from the fitted curve at half-maximal effect; % is scaled to controls: 0 for no effect and ±100 for the full control effect; nearly all actives have a fitted effect of over 55% in size
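In this reporter screen, reduction of luminescence relative to DMSO vehicle indicated activity. Compounds and 5-fluorouridine were added together to 2,000 cells per well, incubated for 16 hr at 37 °C, then developed with ONE-Glo.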
Active calls of the source: *; ? = inconclusive; · = not tested or not shown; [ ] = another dose, or the depositor's remark. Unless noted, calls follow the shape of the dose curve; as a rule, active = well fitted curve in the direction sought with a large enough effect; inconclusive = small, poorly fitted or top-dose-only effect, or another doubt; inactive = no such curve, though single readings can be large; an effect the other way counts as inactive or inconclusive. Outcome played no part in choosing rows; 3.2% or so of the library scored in one or more.

No.	Compound	PTAP TSG101 blk	TCR activator	TSHR antag	ASM inhibitor	Tb PFK block	Integrin act MD	Mito fusion yeast	AT treatment	Eya2 inh	Chronic BCR inh	ELG1 repair inh
1	O=[N+]([O-])c1cc(CN2CCN(c3ccccc3)CC2)c(O)c2ncccc12	0%	5%	-19	-6%	4%	12%	-8%	-1%	3%	?	4.6µM*
2	N#CCOC(=O)c1sccc1-n1cccc1	-8%	-1%	6	1%	-4%	17%	0%	9%	10%	0%	-17%
3	O=C(NCc1ccc(F)cc1)C1CCN(S(=O)(=O)c2ccc3c(c2)OCCCO3)CC1	4%	0%[46.1 µM]	1	-1%	3%	11%	-3%	5%	-10%	?	?
4	CC1(C)CC(CC(=O)Nc2ccccn2)C(=O)O1 (stereo not given)	-2%	-3%	9	-3%	19%	-15%	-8%	-6%	18%	-1%	-1%
5	COCCn1c(SCC(=O)Nc2sccc2C(N)=O)nnc1-c1ccncc1	-1%	·	1	0%	2%	0%	13%	-1%	-1%	-16%	5%
6	CCOc1ccc(OCCCC(=O)O)cc1	0%	2%	1	4%	-2%	18%	1%	-6%	16%	9%	?
7	COc1ccc(NC(=O)C2=NNC(=O)CC2)cc1S(=O)(=O)N1CCCCC1	0%	12%	-6	3%	0%	-12%	-2%	6%	-3%	-11%	1%
8	O=C(CSc1ccc(-c2ccccn2)nn1)NCc1ccccc1	-2%	0%	1	6%	-3%	-16%	-7%	4%	-7%	0%	6%
9	O=C(COc1ccc(S(=O)(=O)N2CCCC2)cc1Cl)Nc1ccc2c(c1)OCO2	-6%	0%	7	0%	13%	-4%	-2%	-2%	2%	-2%	-11%
10	CCCn1c(SC/C(O)=C(\C#N)c2nc3ccccc3[nH]2)n[nH]c1=O	0%	-69%	2	8%	0%	15%	-5%	3%	10%	?	-2%
11	O=C(CN1C(=O)NC2(CCCc3ccccc32)C1=O)Nc1cccc(S(=O)(=O)N2CCCCC2)c1 (stereo not given)	-1%	-5%[46.1 µM]	6	-1%	-1%	-30%	-7%	4%	-6%	-3%	-17%
12	CCN(c1cccc(C)c1)S(=O)(=O)c1cn(CC(=O)OC)c2ccc([N+](=O)[O-])cc12	4%	1%	-130*	-2%	-4%	33%	12%	3%	-1%	?	-8%
13	O=C(COc1ccccc1)Nc1ccc(CSc2ccccc2)cc1	0%	-2%	-5	-2%	-4%	?	-2%	-3%	-4%	?	?
14	CC1=C(C(=O)OC2CCCCC2)C(c2ccccc2)NC(=O)N1 (stereo not given)	-1%	4%	11	-2%	2%	-2%	2%	41%	-2%	3%	-12%
15	CC(C)N(CC(O)COc1ccc(CC(N)=O)cc1)CC(O)COc1ccc(CC(N)=O)cc1 (stereo not given)	-2%	11%	-3	6%	0%	9%	6%	0%	6%	-1%	-5%
16	Cc1cc(=O)[nH]c2nnc(-c3ccc(Cl)cc3)n12	1%	-2%	-1	3%	1%	0%	0%	-2%	-5%	?	?
17	Cc1onc(-c2ccccc2Cl)c1C(=O)NC(=S)Nc1ccccc1C(N)=O	-2%	1%[46.1 µM]	2	11%	-1%	-37%	14%	0%	6%	-1%	-5%
18	COc1ccc(C2NC(=O)c3ccccc3O2)cc1OC (stereo not given)	-3%	2%[46.1 µM]	1	3%	2%	-28%	-2%	·	1%	10%	-5%
19	Cc1csc(NC(=O)c2cncc(Br)c2)n1	-2%	-8%	1	2%	3%	10%	-2%	0%	-7%	8%	?
20	Cc1ccccc1S(=O)(=O)Cc1ccc(C(=O)NCc2ccco2)o1	-3%	-4%	-18	-2%	1%	-12%	6%	0%	6%	-6%	3%

Continued.
No.	Compound	PTAP TSG101 blk	TCR activator	TSHR antag	ASM inhibitor	Tb PFK block	Integrin act MD	Mito fusion yeast	AT treatment	Eya2 inh	Chronic BCR inh	ELG1 repair inh
21	O=C(Nc1nc(-c2ccco2)c(-c2ccco2)s1)C1CCC1	4%	?	-21	-1%	-13%	-13%	?	4%	-2%	12%	-13%
22	COc1ccc(NC(=O)CSc2nnc(C)n2C2CCCCC2)cc1	0%	5%	-3	-1%	-2%	-15%	-37%[inhibitor]	-1%	-1%	-8%	19%
23	O=C(OCC(O)COC(=O)c1cccnc1)c1cccnc1	-4%	-4%	14	2%	-22%	-10%	-4%	10%	7%	-5%	-3%
24	COc1ccc([C@@H]2C[C@H](c3ccccc3)Oc3cc(OC)c(OC)c(OC)c32)cc1	·	9%	-8	-1%	-7%	-3%	1%	-9%	-5%	?	?
25	CC(/C=C/c1ccc2c(c1)OCO2)=N/NC(=O)c1cccnc1	1%	-4%[46.1 µM]	5	0%	2%	-31%	-2%	2%	-4%	?	16%
26	CCn1c2ccc(OC)cc2c2nc3ccccc3nc21	-3%	1%[46.1 µM]	-22	-14%	3%	12%	1%	15%	-11%	?	?
27	CCCCN=c1sc(C(=O)OC)cc(=O)n1CCCC	-4%	0%	43	-4%	4%	-1%[7.66 µM]	3%	-6%	-18%	4%	-2%
28	O=C(COC(=O)COc1cccc(Br)c1)NCc1ccc2c(c1)OCO2	0%	3%	-32	2%	1%	-2%	·	17%	-1%	-2%	6%
29	Cc1ccc(N2CCCC2=O)cc1S(=O)(=O)N1CCOCC1	0%	-6%	2	3%	2%	-20%	3%	1%	5%	?	?
30	CCC(=O)Nc1ccc2c(c1)nc(CCN1CCN(c3ccccn3)CC1)n2C	1%	4%	2	1%	-1%	3%	6%	0%	2%	2%	-15%
31	CCC(C)[C@H](NC(=O)Nc1ccc2c(c1)OCCO2)C(=O)OC (stereo not given in full)	-1%	3%	13	1%	-13%	-11%	-8%	-4%	24%	?	9%
32	Oc1ccccc1C1=NN(c2ccccc2)C(c2ccc(F)cc2)C1 (stereo not given)	0%	7%	0	·	5%	?	-27%	11%	0%	11%	-13%
33	COCC(C)NC(=O)c1nn(Cc2ccccc2)c(=O)c2ccccc12 (stereo not given)	-4%	-9%	-11	-3%	-7%	-21%	0%	4%	6%	0%	4%
34	Cc1ccc(S(=O)(=O)NCCS(=O)(=O)N2CCN(c3ccccc3)CC2)cc1	-6%	4%	19	-2%	-14%	3%	-21%	4%	-3%	0%	?
35	Cc1ccc(NC(=O)CC(NCC2CCCO2)C(=O)O)cc1C (stereo not given)	-1%	·	1	0%	0%	4%	-4%	1%	-1%	12%	15%
36	CCN1CCN(CCC2Oc3cc([N+](=O)[O-])ccc3NC2=O)CC1 (stereo not given)	-9%	4%	-6	-3%	1%	2%	0%	-5%	-20%	-11%	-6%
37	O=C(c1nc2ccc(Cl)cn2c1CN1CCC(O)CC1)N1CCc2ccccc2C1	-3%	-1%	-14	4%	0%	3%	2%	5%	-4%	7%	15%
38	O=C(CCSc1ccccc1)NC(=O)COC(=O)c1ccc(OC(F)F)cc1	1%	-1%[46.1 µM]	0	-2%	2%	?	-18%	1%	1%	-9%	15%
39	Cc1cccc(NC(=O)CCc2c(C)nc3ncnn3c2C)n1	-7%	·	0	0%	0%	-3%	1%	-2%	-3%	7%	13%
